# Source: PubChem
# PfHsp90 yeast 2: reduces growth (ATP signal) of yeast expressing P. falciparum Hsp90; AID 504621; S. cerevisiae expressing PfHsp90, BacTiter-Glo ATP, 48 h; yeast lacking PDR1 and PDR3 efflux regulators; inhibition, % at 9.4 µM; hit rate 0.32% among 310,000;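 active means every replicate shows inhibition above about 80%, whatever the replicate mean, limit read from the data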;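 further: 0% = DMSO neutral controls and 100% = 20 µM radicicol positive controls; yeast relying on Plasmodium falciparum Hsp90 in place of its own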
# Mot1-301 SUMO: SUMOylation pathway inhibition by Mot1-301 growth rescue. AID 2716. S. cerevisiae Mot1-301 growth rescue, ATP luminescence, 38.5C; percent above DMSO median, 100 means doubled. growth rescue, % at 18.8 µM. hit rate 1% among 320,000;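 active means every valid replicate shows activation above 250% relative to neutral control wells; inactive means the rest, any valid replicate at or below 250%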;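 further: OY570 slx delta 5 strain wells were the positive control but not used for scaling; some compounds called inactive have numbers as strong as hits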
# Arr AP2 block: blocks beta-arrestin peptide binding to AP2 adaptin; hit rate 0.31% among 340,000; inhibition, % at 10 µM; AID 504490; FITC-arrestin peptide / GST-AP2 beads, flow cytometry; AP2 beta2 appendage carries R879A mutation;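 active means inhibition above a set limit, near 3 SD of compounds lacking own fluorescence, cut at about 54% in these data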;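 further: plate controls were DMSO wells for no effect and 5 µM unlabelled arrestin peptide for full effect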
#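 Material – AP2 appendage R879A on GSH beads · Buffer or medium – PBS with 0.05% Tween 20 and 0.1% BSA · Probe or stimulus – fluorescein-tagged arrestin peptide at 50 nM final · Incubation – compound with beads 12 min RT, then probe 1 h RT · Detection – high-throughput flow cytometry of beads, ex 488, em 535 nm · Evaluation – percent response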
# MOR-DOR ag: OPRM1-OPRD1 heterodimerization agonism; activation, % at 9.3 µM; cells, luminescence; P35372+P41143; hit rate 0.3% among 340,000; in the data active means activation above about 18%;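 further: 0% = vehicle-treated cells and 100% = reference agonist; values of inactives mirror those of a sister screen read the other way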
# Target sequence (P35372 whole entry, looked up): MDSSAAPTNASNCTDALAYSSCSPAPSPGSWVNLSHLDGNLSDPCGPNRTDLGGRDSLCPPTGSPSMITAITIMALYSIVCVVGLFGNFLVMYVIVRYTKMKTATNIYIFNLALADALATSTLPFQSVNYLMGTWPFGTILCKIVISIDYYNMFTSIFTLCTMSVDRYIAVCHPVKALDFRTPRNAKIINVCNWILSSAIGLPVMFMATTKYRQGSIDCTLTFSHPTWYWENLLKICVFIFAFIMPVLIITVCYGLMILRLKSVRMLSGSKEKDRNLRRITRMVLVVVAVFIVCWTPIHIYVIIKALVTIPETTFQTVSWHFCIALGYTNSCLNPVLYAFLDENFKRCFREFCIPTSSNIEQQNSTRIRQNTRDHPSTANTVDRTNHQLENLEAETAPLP
# Target sequence (P41143 whole entry, looked up): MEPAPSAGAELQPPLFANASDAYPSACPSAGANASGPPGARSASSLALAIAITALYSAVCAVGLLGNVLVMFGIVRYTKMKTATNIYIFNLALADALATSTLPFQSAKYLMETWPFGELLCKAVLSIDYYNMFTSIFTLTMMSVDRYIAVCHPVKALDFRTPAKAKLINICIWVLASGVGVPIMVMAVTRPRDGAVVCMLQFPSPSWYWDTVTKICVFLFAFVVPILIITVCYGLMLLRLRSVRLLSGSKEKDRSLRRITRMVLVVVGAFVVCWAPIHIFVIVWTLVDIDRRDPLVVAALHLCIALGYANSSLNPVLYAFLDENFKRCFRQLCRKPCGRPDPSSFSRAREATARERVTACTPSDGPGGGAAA
# AddAB inh: less growth of phage-infected E. coli with AddAB | E. coli expressing H. pylori AddAB, absorbance growth | inhibition, % at 11.9 µM | hit rate 0.29% among 330,000 | AID 435030; in the data active means inhibition above about 12%;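 further: 0% = vehicle wells of infected cells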
# PKA-R1A act: PKA-R1A complex activation; P00514+P68181; AID 504707; hit rate 0.083% among 340,000; activation, % at 11.4 µM; PKA-R1A dissociation, Cy5-IP20 fluorescence polarization; scaled: DMSO 0%, 113 µM cGMP 100%;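 active means percent activation above the mean of all tested compounds plus 3 SD, cut at about 19% in these data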;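 further: higher means more PKAc released from R1A so a rise in polarization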
# OPRM1-OPRD1 inv: inverse agonist of human OPRM1-OPRD1 heterodimerization | P35372+P41143 | cell-based MOR-DOR heterodimer luminescence, inverse agonism | inhibition, % at 9.3 µM | hit rate 0.21% among 340,000 | AID 504357; in the data active means inhibition above about 22%, passing the limit was not always enough;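 further: 0% = cells with DMSO and 100% = wells without cells with DMSO; values of inactives mirror those of a sister screen read the other way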
# DSG3 Ab inh: blocks pemphigus antibody binding to human desmoglein-3; binding (percent of control), % at 10 µM; DSG3-coupled beads, scFv-anti-DSG3-GFP binding, flow cytometry; active compounds read low; AID 588358; hit rate 0.48% among 310,000; P32926;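 active means binding more than 3 SD below its plate's average and above zero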;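 further: hits lower antibody fragment binding to DSG3; some compounds called inactive have numbers as strong as hits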
# Tat transport: E. coli Tat transport inhibition | inhibition, % at 10 µM | hit rate 0.036% among 340,000 | E. coli MC4100 TorA-mCherry Tat export, fluorescence;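 active means mean replicate inhibition at least 50% and at least half of replicates individually reaching 50%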;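 further: exported cargo escapes ClpAP degradation while cytoplasmic cargo is degraded and loses fluorescence; 0% = median of neutral control wells and 100% = median of NaSCN control wells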
# Ecoli viability: counter-screen for AddAB inhibitors: E. coli growth inhibition. hit rate 0.27% among 330,000. E. coli V3065 growth, OD600 absorbance, 18 h. inhibition, % at 11.9 µM;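 active means inhibition above the campaign's mean inhibition across all tested compounds plus 3 SD, cut at about 9.9% in these data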;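 further: uninfected addAB+ strain grown without phage in ampicillin broth; 0% = DMSO wells and 100% = ciprofloxacin 0.95 µg/ml wells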
# phage Ecoli inh: E. coli growth loss with phage present; AID 651602; growth absorbance; hit rate 0.26% among 360,000; inhibition, % at 11.9 µM; in the data active means inhibition above about 11%
# * marks the source's active call; other numbers are inactive results; · = no result given.
SMILES,PfHsp90 yeast 2,Mot1-301 SUMO,Arr AP2 block,MOR-DOR ag,AddAB inh,PKA-R1A act,OPRM1-OPRD1 inv,DSG3 Ab inh,Tat transport,Ecoli viability,phage Ecoli inh
CCOc1ccc(/C=C/C(=O)Nc2ccc3[nH]c(=O)[nH]c3c2)cc1,-5,2,32,-0.6,-0.7,-5,3,102,7,-2.9,4.0
Cn1c(SCC(=O)NCC2CCCO2)nnc1-c1cccc(NC(=O)c2ccccc2F)c1 (centres undefined),·,39,4,0.7,2.5,-5,-3,115,0,0.9,0.6
CCCN1C(=O)c2ccccc2NC1c1ccc(C)cc1 (centres undefined),-9,458*,2,-2.7,2.4,-5,14,85,9,-0.4,6.4
O=C(CCN1C(=O)c2cccc3cccc(c23)C1=O)NCc1cccnc1,4,-11,-6,-3.4,1.0,-1,17,82,-5,-3.8,2.6
O=C(COC(=O)/C=C/c1cccc(C(F)(F)F)c1)NC1CCS(=O)(=O)C1 (centres undefined),-15,·,-3,-1.9,2.1,-5,8,115,-1,-1.9,4.4
COc1cc(CNC2CCCCCCC2)cc(Cl)c1OC,4,-18,4,4.3,1.8,1,-20,92,5,0.2,1.7
COCCn1c(=O)[nH]c2cc(C(=O)N3CCN(c4cccc(C(F)(F)F)c4)CC3)ccc2c1=O,-3,-6,1,1.7,3.0,-4,-13,·,1,-1.2,1.5
O=C(COc1ccccc1)N[C@@H]1c2ccccc2CC[C@@H]1OCc1ccccc1,-2,·,-3,2.6,-1.4,-2,-12,87,-1,0.4,1.2
C=C(C)COc1cc2oc(=O)c(CC(=O)N3C[C@H]4C[C@@H](C3)c3cccc(=O)n3C4)c(C)c2cc1Cl,-18,4,1,-2.8,0.8,8,14,·,4,-1.8,2.0
OCCN1CCN(c2nc(N3CCCCC3)nc(N3CCCCC3)n2)CC1,-15,-1,1,3.9,0.5,3,-20,·,-6,-1.9,1.8
O=C(CSc1ccc(-c2ccc(F)cc2)nn1)N1CCCCC1,·,-8,3,-1.4,-0.6,-2,7,95,-10,1.7,·
Cc1cc(NC(=O)Cn2nc(C(F)(F)F)c3c2CCCC3)no1,-27,5,-7,-0.1,2.1,1,0,117,-5,1.4,2.2
COc1ccccc1NC(=O)C(O)C(O)C(=O)Nc1ccccc1OC (centres undefined),6,-5,-1,-1.7,0.2,5,10,·,-4,0.4,2.6
COc1ccccc1OCCNC(=O)CNC(=O)c1ccc(Cl)c(Cl)c1,11,-17,-8,0.9,2.2,9,-6,97,4,1.2,3.6
CCc1nn2c(NCCOC)cc(C)nc2c1-c1ccc(F)cc1,-23,1,-4,-1.7,0.7,-2,9,106,-4,-0.2,0.8
S=C(c1ccc(-c2cccc(Cl)c2)o1)N1CCCCC1,-16,20,9,7.4,1.5,6,-34,·,-2,1.7,1.9
COc1cccc(CN2CCN(Cc3ccc4cccc(F)c4n3)CC2CCO)c1 (centres undefined),-12,-5,2,-2.1,2.8,1,10,103,5,2.5,2.5
Cc1cccc(-n2nnc(C(=O)NCc3ccc4c(c3)OCO4)c2N)c1,-9,6,15,-1.7,3.0,0,10,·,-3,-1.3,2.2
O=C(NCc1ccccn1)C(=O)Nc1cc2c3c(c1)CC(=O)N3CCC2,·,1,-7,-0.2,1.4,-2,1,104,2,0.3,2.5
c1ccc(-c2noc(-c3ccc4ccccc4c3)n2)cc1,-22,1,-2,1.9,1.1,-10,-10,86,0,-1.2,3.3
O=C(CCNS(=O)(=O)c1cccs1)NCc1ccco1,·,-9,2,-0.6,0.2,-1,4,108,-10,-0.6,3.6
COc1cc(C(=O)NCc2nnc(SCC(=O)Nc3cccc(C(F)(F)F)c3)o2)cc(OC)c1OC,21,6,4,-3.8,3.0,-2,20,102,4,-1.9,1.2
Nc1c(N(Cc2ccco2)C(=O)c2ccccc2F)c(=O)[nH]c(=O)n1Cc1ccccc1,-1,·,2,-0.5,·,-4,3,92,1,·,3.4
Cc1ccccc1NC(=O)C(=O)NCCCN1CCOCC1,-11,4,18,-2.8,0.2,4,14,108,3,-0.2,2.1
CCC/C=N/NC(=O)c1cc(Br)ccc1O,16,-7,2,-0.5,2.3,7,2,101,-1,-3.0,4.3
O=C(O)C(O)(c1ccccc1)C(O)c1ccccc1 (centres undefined),6,3,34,-1.6,4.5,8,9,110,4,-1.0,0.3
Cc1cc2ccccc2c(=O)n1CC(=O)NCC(=O)N1CCN(c2ccccc2F)CC1,-10,12,6,-1.2,2.6,-3,6,105,0,1.7,2.4
O=C1c2ccccc2S(=O)(=O)c2cc(C(=O)N3CCN(c4ccc(Cl)cn4)CC3)ccc21,6,-3,4,0.2,2.7,-5,-1,99,2,0.6,3.0
NC(=O)CC(NC(=O)Cc1cccc2ccccc12)c1ccc(N2CCN(c3ccc(F)cc3)CC2)c([N+](=O)[O-])c1 (centres undefined),15,1,16,-0.1,-2.2,1,1,102,-6,-1.6,3.1
O=C(CCN1C(=O)c2ccccc2S1(=O)=O)N1CCN(c2cccc(Cl)c2)CC1,·,242,1,-1.6,1.1,6,11,106,4,-1.3,-0.2

# Arranged by the number under DSG3 Ab inh (ascending): three of the compounds above
SMILES	DSG3 Ab inh
c1ccc(-c2noc(-c3ccc4ccccc4c3)n2)cc1	86
O=C(CSc1ccc(-c2ccc(F)cc2)nn1)N1CCCCC1	95
O=C(O)C(O)(c1ccccc1)C(O)c1ccccc1 (centres undefined)	110

# Going on with the list:
SMILES,PfHsp90 yeast 2,Mot1-301 SUMO,Arr AP2 block,MOR-DOR ag,AddAB inh,PKA-R1A act,OPRM1-OPRD1 inv,DSG3 Ab inh,Tat transport,Ecoli viability,phage Ecoli inh
O=C(CSc1nnc(CNc2ccc(F)cc2)o1)OC1CCCCC1,6,-9,24,0.6,4.6,-12,-4,103,-3,-2.6,2.9
CC1=C(C(=O)OCc2ccccc2)C(c2ccccc2)NC(=O)N1 (centres undefined),11,-1,9,-1.6,1.3,-3,9,113,-4,-0.9,3.0
Cc1cc(N2CCN(c3ccccc3)CC2)n2c(n1)nc1ccccc12,-29,652,23,-2.2,1.8,-6,12,157,-1,1.0,-0.7
Nn1c(SCC(=O)Nc2ccccc2F)nnc1-c1cccs1,·,17,1,-3.2,1.4,0,17,91,-8,0.2,3.2
Cc1ccccc1C(=O)NC(CC(C)C)C(=O)Nc1ccc(F)c([N+](=O)[O-])c1 (centres undefined),1,-8,-3,-0.5,-0.2,-9,3,102,-16,0.8,4.3
COc1ccc(N2CCN(C(=O)CSc3ncn[nH]3)CC2)cc1,·,-11,20,-1.3,1.9,1,7,93,2,0.0,-0.2
COCc1nnc(NC(=O)CS(=O)(=O)c2ccc(C)cc2)s1,-1,-20,-14,-1.5,1.5,2,8,107,10,1.1,1.4
CCOC(=O)Cc1cn2c(=O)cc(CSCC(=O)Nc3ccc(C)c(C)c3)nc2s1,-8,-8,0,-1.6,0.6,-13,9,104,-3,-3.6,1.5
COC(=O)c1ccc(/C=C2/C(=O)Oc3ccccc32)cc1,-5,35,14,0.5,-1.0,1,-4,·,-8,0.3,-0.5
CC(C)(C)NC[C@H](O)COc1cccc2c1CCCC2=O,-17,15,3,-2.3,0.4,0,13,106,3,-1.9,5.0
COc1ccc(C(=O)c2cc([N+](=O)[O-])ccc2N2CCN(C)CC2)cc1,-5,-11,33,-1.3,0.0,1,8,96,-5,-3.5,4.5
CCn1cc(C(=O)OCC(=O)OC2CC(C)CCC2C(C)C)c(=O)c2ccc(C)nc21 (centres undefined),·,-34,-3,3.5,0.0,-14,-21,103,19,0.6,3.1
Cc1c(-c2cc(C(=O)O)no2)cnn1C,-2,-13,-6,-2.1,6.7,-4,11,100,3,3.9,3.4
O=C1[C@H](Cc2ccccc2)NCC=CC[C@@H](c2ccco2)N1Cc1ccccc1,-13,·,7,-3.1,·,-4,18,101,-5,·,1.3
CC(=O)c1ccc(N2CCN(C(=O)c3cc(C)on3)CC2)cc1,-2,-8,16,-2.8,1.1,-4,15,·,-1,2.4,2.7
Cc1ccc(S(=O)(=O)N(C)C)cc1NC(=S)NCCCn1ccnc1,5,0,10,-0.2,-1.0,-17,1,102,-23,1.0,3.1
Cc1ccc(NS(=O)(=O)c2cccc(C(=O)O)c2)c(C)c1,·,0,2,0.0,0.3,-1,0,101,1,0.2,1.4
Cc1ccc(-c2nc(=O)[nH]c3ccc(Br)cc23)cc1,-5,-5,-13,-0.1,·,1,1,96,1,·,0.6
COc1ccc(-c2nn(-c3ccccc3)cc2/C=C2/SC(=S)N(CCC(=O)O)C2=O)cc1,5,-13,10,-0.8,-1.5,-3,4,103,-6,-5.6,-0.6
CC(C)(C)NC(=O)CN(Cc1ccc2c(c1)OCO2)C(=O)CCC(=O)Nc1nccs1,-7,0,-9,-1.6,0.8,-6,9,100,7,-1.6,5.5
CN(CC(=O)Nc1ccccc1-c1ccccc1)Cc1ccccc1Cl,-26,7,3,0.2,0.1,-9,-1,93,9,-0.6,3.1
Cc1cccc(C)c1NC(=O)c1sc(Cl)nc1C,-22,-24,1,-1.8,-0.5,16,9,271,6,0.0,4.5
COc1ccc(OC)c(NC(=O)COC(=O)C2CCCCC2)c1,·,9,1,0.8,-2.8,-2,-4,95,-4,-1.2,2.4
Cc1noc(NC(=O)c2ccccc2Cl)c1C#N,8,-11,7,-1.5,0.6,-6,7,97,-6,-0.5,1.0
O=C(NCc1ccncc1)c1ccc(Cn2cc(C(F)(F)F)ccc2=O)cc1,2,4,17,-3.8,0.2,-1,16,101,-5,1.1,1.3
Brc1ccc(-c2nc(-c3ccncc3)no2)cc1,-5,47,30,-4.6,0.6,-1,21,91,0,-0.9,0.6
COc1ccccc1C(=O)COC(=O)Cn1c(C)csc1=O,·,-3,-8,0.1,-1.0,-5,0,·,2,0.2,2.2
O=C(CSc1nnc2c(n1)[nH]c1ccc(S(=O)(=O)N3CCOCC3)cc12)Nc1ccccc1Cl,1,1,14,-2.4,2.9,-5,12,98,-1,-0.7,1.2
O=c1c(-c2ccccc2)nc(-c2ccccc2)cn1O,10,-3,5,-1.8,3.4,-10,10,107,-3,2.0,5.1
Cc1nnc2c(NCCC(C)C)nc3ccccc3n12,-25,-7,-3,-2.8,·,-17,13,105,-7,·,1.6
Cc1nc2nc(NC(=O)c3ccco3)[nH]n2c(=O)c1C,-10,4,-2,-2.2,4.5,0,11,91,0,-1.0,2.8
O=C(CCN1CCN(c2ccc(Cl)cc2)CC1)Nc1ccccc1F,4,11,-6,-1.1,4.8,-2,5,·,-3,1.6,3.9
CS(=O)(=O)N1CCC(C(=O)Nc2ccc(Cl)c(C(F)(F)F)c2)CC1,-9,24,-23,-2.6,1.7,3,12,121,-7,-1.2,0.6
